UPR CHOP act: activators of apoptotic arm of unfolded protein response (CHOP) | activation, % at 10 µM | AID 449763 | 0.34% of 330,000 active | CHO-CHOP luciferase reporter, UPR activation, luminescence; percent of tunicamycin response over DMSO baseline;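 active = at 10 µM dose, activation of 40% or more, normalized to positive control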;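 note: 100% = tunicamycin at 10 µg/mL and 0% = DMSO alone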
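assay system = CHO CHOP reporter cells | amount = 500 CHO-CHOP cells per well | buffer or medium = F12 with 10% FBS | incubation = 16-18 h cell attachment, then 6 h compound exposure, 37 °C | detection = luminescence read with Steady-Glo | read-out = percent activation relative to tunicamycin control | controls = tunicamycin high control, DMSO low control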
697 NFkB inh: lowers PMA/ionomycin-induced NF-kB signal in 697 B cells; 0.33% of 330,000 active; inhibition, % at 4 µM; 697 B-cell NF-kB luciferase reporter, 16 h; AID 435022; in the data active = inhibition above about 35%
APJ antagonist: blocks the human apelin receptor APJ | CHO-K1 APJ beta-arrestin complementation, luminescence | inhibition, % at 20 µM | P35414 | 0.32% of 330,000 active;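 active = inhibition above about 40% at 20 µM, limit read from the data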;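 note: cells challenged with 10 nM apelin-13 agonist together with compound; plate controls were apelin-13 plus DMSO wells for no effect and DMSO wells lacking apelin-13 for full effect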
Mdm2-MdmX inh: disrupts the human Mdm2-MdmX interaction; 3% of 330,000 active; AID 485346; inhibition, % at 8 µM; SaOS-2 split-luciferase Mdm2/MdmX complementation, luminescence;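 active = inhibition of at least 50% at 8 µM in the primary screen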
Target sequence (O15151 whole entry, looked up): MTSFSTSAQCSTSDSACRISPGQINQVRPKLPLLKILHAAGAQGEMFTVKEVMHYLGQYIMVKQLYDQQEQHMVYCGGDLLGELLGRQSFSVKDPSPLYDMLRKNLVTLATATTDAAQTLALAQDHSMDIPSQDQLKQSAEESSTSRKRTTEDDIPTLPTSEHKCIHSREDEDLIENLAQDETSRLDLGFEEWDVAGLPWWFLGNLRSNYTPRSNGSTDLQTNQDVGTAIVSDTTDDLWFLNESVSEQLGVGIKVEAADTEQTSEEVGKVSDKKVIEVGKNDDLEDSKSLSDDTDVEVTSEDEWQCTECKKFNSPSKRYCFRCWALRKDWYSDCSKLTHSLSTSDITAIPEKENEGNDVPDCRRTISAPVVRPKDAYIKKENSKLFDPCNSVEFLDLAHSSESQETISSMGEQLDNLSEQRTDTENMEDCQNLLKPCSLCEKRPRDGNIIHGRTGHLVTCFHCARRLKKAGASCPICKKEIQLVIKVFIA
Target sequence (Q00987 whole entry, looked up): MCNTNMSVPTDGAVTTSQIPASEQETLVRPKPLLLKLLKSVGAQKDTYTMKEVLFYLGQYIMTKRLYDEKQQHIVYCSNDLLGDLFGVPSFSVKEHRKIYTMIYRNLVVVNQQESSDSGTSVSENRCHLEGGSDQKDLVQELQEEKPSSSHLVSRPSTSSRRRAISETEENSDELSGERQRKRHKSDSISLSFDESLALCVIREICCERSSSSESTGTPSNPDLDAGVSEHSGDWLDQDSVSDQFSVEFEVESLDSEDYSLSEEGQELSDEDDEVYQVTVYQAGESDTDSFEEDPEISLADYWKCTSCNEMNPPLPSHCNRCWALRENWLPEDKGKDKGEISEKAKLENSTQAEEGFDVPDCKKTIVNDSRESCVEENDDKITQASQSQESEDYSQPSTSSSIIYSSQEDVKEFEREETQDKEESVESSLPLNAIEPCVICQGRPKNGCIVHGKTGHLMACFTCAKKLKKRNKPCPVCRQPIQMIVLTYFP
APJ ag: activates the human apelin receptor APJ; activation, % at 20 µM; CHO-K1 APJ PathHunter beta-arrestin, luminescence; 0% DMSO wells, 100% apelin; AID 2520; P35414; 0.11% of 330,000 active;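 active = activation more than six SD over the plate average, tested at 20 µM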;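 note: 0% = DMSO alone and 100% = apelin-13 at 10 nM; some results filed as inactive read as strong as hits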
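Assay system: CHO-K1 cells stably expressing ProLink-tagged human APJ and arrestin–beta-gal acceptor. Compound dosing: 20 µM single point, 1% DMSO. Times: 16-18 h seeding, 90 min dark compound exposure, 60 min detection. Detection: beta-gal luminescence. Evaluation: APJ–arrestin association signal. Controls: negative DMSO alone, positive Apelin-13 at 10 nM.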
tim23-1 inh: inhibits growth of tim23-1 mutant yeast | S. cerevisiae tim23-1 growth, BacTiter-Glo luminescence, 24 h | inhibition, % at 20 µM | 1.3% of 330,000 active;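 active = growth inhibition of the mutant yeast at or above 50%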;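 note: temperature-sensitive mutant grown at 25 °C; plate controls were DMSO-treated mutant yeast for no effect and medium wells lacking yeast for full effect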
UPR XBP1 act: activators of adaptive arm of unfolded protein response (XBP1) | AID 463104 | 0.33% of 330,000 active | CHO-XBP1 luciferase reporter, IRE1-XBP1 UPR activation, luminescence; percent of tunicamycin response, DMSO as zero | activation, % at 20 µM;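 active = versus positive control, 20 µM dose yields 30% or more activation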;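 note: 100% = tunicamycin at 10 µg/mL and 0% = DMSO only wells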
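Material: CHO-XBP1 cells stably carrying IRE1-XBP1-driven luciferase reporter / Amount: 1000 cells per well / Compound: 20 µM, 1% DMSO / Times: 6 h treatment, 37 °C / Detection: luciferase luminescence / Measure: % activation of reporter signal versus tunicamycin and DMSO controls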
Jurkat NFkB inh: lowers PMA/ionomycin-induced NF-kB signal in Jurkat cells; inhibition, % at 4 µM; PMA/ionomycin-induced NF-kB luciferase reporter, luminescence; 0.53% of 330,000 active; in the data active = inhibition above about 50%
Numbers without * were called inactive.

SMILES	UPR CHOP act	697 NFkB inh	APJ antagonist	Mdm2-MdmX inh	APJ ag	tim23-1 inh	UPR XBP1 act	Jurkat NFkB inh
CCN(C(=O)CSc1cccc[n+]1[O-])c1ccccc1	-0.9	7	-4	1	1	11	0	-7
OC(CN1CCOCC1)Cn1c2c(c3ccccc31)CCCC2 (stereo not drawn)	0.8	9	-12	11	1	-2	-1	6
CCC(c1nnnn1Cc1ccccc1)N1CCN(c2ccc(OC)cc2)CC1 (stereo not drawn)	-0.7	3	4	9	-4	21	1	-3
O=[N+]([O-])c1ccc2nc(-c3ccncc3)[nH]c2c1	4.3	-13	-12	24	1	-1	5	-12
CCCN(CCC)S(=O)(=O)c1cccc(C(=O)N=c2sccn2C)c1	2.3	-8	-4	10	-7	21	-2	-18
Cc1ccc(NC(=O)CN2C(=O)S/C(=C\c3cccn3-c3cccc(C(=O)O)c3)C2=O)cc1C	-0.8	15	19	3	-4	-24	0	17
CN(C)c1nc2n(c(=S)n1)CCS2	-1.2	17	14	16	5	6	-1	9
CCCOc1ccc(C(=O)N2CCCC2)cc1OC	-1.3	13	-7	13	-4	3	-2	-5
Cc1c(C)c2ccc(OC(C)C(=O)NCCCn3ccnc3)c(C)c2oc1=O (stereo not drawn)	4.1	-13	-19	4	-1	4	-1	-2
C=CCn1c(SCC(=O)Nc2c(C)n(C)n(-c3ccccc3)c2=O)nc2ccccc2c1=O	-0.1	-3	7	-31	-3	8	0	0
CC(Oc1ccc(Cl)cc1Cl)c1nc(-c2ccc(NC(=O)c3cccnc3)cc2)no1 (stereo not drawn)	4.2	17	-5	17	5	32	0	18
c1ccc(-n2cnnc2SCc2cn3ccccc3n2)cc1	-0.9	17	7	2	-2	0	-2	9
CCOc1cc(/C=N/O)cc(Br)c1OCc1ccc(Cl)cc1	1.3	-4	7	15	-6	-18	-2	-3
COC(=O)CNC(c1ccccc1)c1cc(C)ccc1NC(=O)c1cccc(Cl)c1 (stereo not drawn)	3.4	-2	2	8	-3	32	-4	-1
COc1ccc(C(C#N)(CC(=O)O)c2cnccn2)cc1OC (stereo not drawn)	-0.5	26	16	13	3	5	1	6
CCCCCc1c(C)nc(Nc2ccc(F)cc2)[nH]c1=O	-0.1	-11	11	5	-3	21	-2	7
Cc1ccc(C)c(S(=O)(=O)NCc2ccc(C(=O)N3CCN(C)CC3)cc2)c1	-1.4	-10	13	17	-1	-6	-1	3
Cc1ccccc1N1CCN(C2=NC(=O)/C(=C/c3cn[nH]c3-c3ccccc3)S2)CC1	2.9	-24	-15	3	-1	-10	11	-1
Cc1onc(-c2ccccc2)c1C(=O)NCCc1ccc(Cl)cc1	-2.5	19	4	1	-3	6	-4	-4
Cc1cccc(NC(=O)CSc2ccc(-c3cccnc3)nn2)c1	-0.2	-3	-34	5	-2	31	-7	12
CCCCN(C)C(=O)c1nc2ccccn2c1CN1CCN(C/C=C/c2ccccc2)CC1	2.0	-4	-1	3	-5	6	0	24
CC(=O)N1CCN(C(=S)NC(=O)c2ccc(S(=O)(=O)N3CCOCC3)cc2)CC1	-0.3	12	33	17	1	-16	-3	1
CCOC(=O)CC(NC(=O)c1ccco1)c1ccccc1Cl (stereo not drawn)	-0.6	-6	0	19	1	10	-2	4
Cc1ccc(C(C)(C)C)cc1S(=O)(=O)Nc1nc2ccccc2nc1Cl	0.5	4	-9	16	-1	44	-5	-10
O=C(CSc1ccc(F)cc1)NC1CCCCC1	2.7	-23	5	-61	1	-8	3	-31

The listing continues.
SMILES	UPR CHOP act	697 NFkB inh	APJ antagonist	Mdm2-MdmX inh	APJ ag	tim23-1 inh	UPR XBP1 act	Jurkat NFkB inh
OC(CNCc1ccc(Cl)c(Cl)c1)c1ccccc1 (stereo not drawn)	1.1	6	6	17	-1	7	4	8
COc1ccc(C(=O)COC(=O)CN2C(=O)C3CC=CCC3C2=O)c(OC)c1 (stereo not drawn)	7.3	-3	-11	9	2	12	2	10
Cc1sc2nc(C3CC3)nc(NCCNS(=O)(=O)c3ccccc3)c2c1C	1.1	-9	-10	-5	0	23	2	-13
Cc1ccc2c(c1)cc1c(=O)n(CC(=O)N3CCCC3)nc(C)n12	0.7	12	17	22	-2	9	-4	-4
O=C1Cc2ccccc2C(c2ccc(Cl)cc2)N1 (stereo not drawn)	0.5	-5	8	27	-1	-1	-1	12
O=C(COC(=O)c1ccc([N+](=O)[O-])cc1)NC1CCCC1	-1.6	17	-9	19	0	5	-5	3
Cc1cccc(CNc2ccc(S(=O)(=O)N3CCCCC3)cc2)c1	-2.3	-5	10	11	-3	29	-3	-2
CCn1ncc(/C=N\NC(=O)COc2ccccc2)c1C	2.3	3	2	5	-2	-2	0	5
CNc1cc([N+](=O)[O-])ccc1OCc1ccccc1	1.9	-14	-16	17	-4	8	4	-26
O=C(COC(=O)C12CC3CC(CC(O)(C3)C1)C2)NC(=O)NCc1ccco1	-3.4	-6	-3	11	6	-1	1	3
COc1ccc(Oc2c(Cl)cnn(-c3ccc(C)cc3)c2=O)cc1	1.7	0	4	49	1	23	0	1
CCOC(=O)CNC(=O)N1CCCC(CNS(=O)(=O)Cc2ccccc2)C1 (stereo not drawn)	-0.3	15	-27	0	-3	10	-2	10
Cc1cc(=O)n(-c2ccc(C(=O)O)cc2)[nH]1	0.2	-28	-19	-4	-2	13	5	-2
Cc1ccc(S(=O)(=O)N(Cc2cccc(Cl)c2)C(=O)N2CCN(C)CC2)cc1	-1.0	9	-50	-29	-3	8	-3	0
NC(=O)N\N=C/C=C/C=C/c1ccc(F)cc1	1.1	-14	-1	6	-3	-10	5	-3
CC(C)C(=O)N=C1SC2CS(=O)(=O)CC2N1Cc1ccc(Cl)cc1 (stereo not drawn)	-0.3	-6	19	12	1	-5	-4	1
O=C(N1CCN(c2ccc(F)cc2)CC1)C1(c2cccs2)CCOCC1	1.1	7	16	-15	-3	28	-4	3
CC(NC(=O)Nc1ccccn1)N1C(=O)C2C3C=CC(C3)C2C1=O (stereo not drawn)	-0.9	-1	0	5	-1	17	-2	-15
O=C(NCCN1CCCCCC1)c1ccc(CS(=O)(=O)c2ccc(Br)cc2)o1	-2.2	-6	10	10	-2	0	-1	-17
Cc1ccc(NC(=O)C2CC(=O)NC(Nc3cccc(C)c3)=N2)cc1 (stereo not drawn)	-1.9	5	13	41	0	19	-1	-3
CN(C)c1ccc(-c2nn3c(-c4cccnc4)nnc3s2)cc1	1.6	19	-10	45	4	2	3	-8
CNNC(=O)C(C)NC(=O)c1ccc(Br)cc1 (stereo not drawn)	-0.6	0	14	-20	-1	5	1	-6
CN1CCN(C(=O)c2sc(=S)n(-c3ccccc3)c2N)CC1	-1.4	-28	-2	4	2	14	0	-3
CCCCNc1c(-c2cccc(-c3ccc(OC)cc3)c2)nc2cc(C)ccn12	9.0	-24	-28	92*	7	41	-5	-5
Cc1ccc(NC(=O)O/N=C/c2cccc([N+](=O)[O-])c2)cc1	2.9	-20	4	-5	-3	-1	1	-27

Other entries
SMILES	UPR CHOP act	697 NFkB inh	APJ antagonist	Mdm2-MdmX inh	APJ ag	tim23-1 inh	UPR XBP1 act	Jurkat NFkB inh
O=C(Cc1ccc(Cl)cc1)NCCS(=O)(=O)N1CCN(c2ccccc2)CC1	1.3	-17	-8	16	-2	1	1	10
CC(=O)NCCCNc1ccc([N+](=O)[O-])cc1	2.6	-2	11	-10	0	-5	2	-5
CCOC(=O)c1c(C)[nH]c(NC(=O)NNC(=O)c2ccc(OC)cc2)c1C	1.3	19	-12	-21	-1	0	0	-3
CN(c1ccccc1C(=O)N1CCN(Cc2ccc3c(c2)OCO3)CC1)S(C)(=O)=O	-0.7	14	17	10	-2	3	-2	16
CCOC(=O)C1CCCN(C2=NC(=O)/C(=C/c3ccc(N(C)C)cc3)S2)C1 (stereo not drawn)	2.9	-22	15	-3	-2	36	4	0
CC(C)OCC(O)CN1CCC(Cc2ccccc2)CC1 (stereo not drawn)	0.2	5	17	17	-1	7	-4	3
O=C(CCc1nc2ccccc2c(=O)[nH]1)NCc1ccco1	-1.1	14	17	9	-5	0	4	19
CC(C)(C)SCCNC(=O)c1ccc(Cl)c(S(=O)(=O)N2CCOCC2)c1	-1.3	-23	1	4	4	6	-1	20
COc1cc(-c2noc(C)c2/C=C/c2cccc([N+](=O)[O-])c2)cc(OC)c1OC	3.1	-3	-5	79*	-4	7	1	62*
CSCC[C@H](NC(=O)C1CCN(C(=O)[C@@H](N)Cc2ccccc2)CC1)C(=O)O	0.2	8	17	13	0	-7	-5	8
O=c1[nH]c2ccc(S(=O)(=O)NCc3ccccn3)cc2s1	0.7	10	-7	-27	-3	-4	4	-14
O=CNC(=O)c1ccccc1C(=O)O	-1.7	7	7	15	6	6	-1	-3
O=C(Cn1ncc2ccccc21)N1CCc2ccccc21	-0.9	15	12	17	2	4	-1	3
COc1ccc(C(=O)COC(=O)CN2CC(=O)Oc3ccccc32)cc1Br	0.7	8	0	35	-1	33	-1	8
Cc1cccc(C)c1N1C(=O)[C@@H]2C(c3ccccc3Cl)=NO[C@@H]2C1=O	-0.8	-21	-4	-10	4	26	2	7
COc1ccc(OC)c(NC(=O)Cc2nn(C)c(=O)c3ccccc23)c1	-1.6	-35	4	21	0	-1	-1	-7
CC(OC(=O)c1c(F)cccc1F)C(=O)NCCC1=CCCCC1 (stereo not drawn)	2.3	9	3	17	-2	29	0	-4
Cc1cccc2nc3c(nc12)-c1ccccc1C3=O	17	-19	8	-33	-4	5	14	-25
O=C(NC(=S)Nc1ccc(CN2CCOCC2)cc1)c1ccc([N+](=O)[O-])cc1Cl	1.0	6	16	12	0	4	0	1
CCOc1cccc(C(=O)NC(=S)Nc2ccc(Cl)cc2C(=O)O)c1	0.4	18	-4	-14	-5	17	-5	1
CCCCCCNCC(=O)N1CCC(Cc2ccccc2)CC1	2.4	-11	6	40	-3	-132	1	14
CCC(C)c1ccc(S(=O)(=O)N2CCN(CC(O)CN3CCOCC3)CC2)cc1 (stereo not drawn)	-1.4	10	3	-4	-4	-21	-2	-13
O=C(NCCC1=CCCCC1)c1ccc(Cl)c(S(=O)(=O)N2CCOCC2)c1	0.0	-32	-1	9	-1	28	0	15
CC(=O)Nc1ccccc1Nc1cc(C#N)c(C#N)cc1[N+](=O)[O-]	0.3	22	-39	14	7	-3	1	15

Some values from the entries so far:
`OC(CNCc1ccc(Cl)c(Cl)c1)c1ccccc1` (stereo not drawn) – 697 NFkB inh: 6
`Cc1ccc(C)c(S(=O)(=O)NCc2ccc(C(=O)N3CCN(C)CC3)cc2)c1` – tim23-1 inh: -6
`COc1ccc(Oc2c(Cl)cnn(-c3ccc(C)cc3)c2=O)cc1` – UPR XBP1 act: 0
`COc1ccc(C(C#N)(CC(=O)O)c2cnccn2)cc1OC` (stereo not drawn) – UPR CHOP act: -0.5
`Cc1cc(=O)n(-c2ccc(C(=O)O)cc2)[nH]1` – Mdm2-MdmX inh: -4
`COc1ccc(OC)c(NC(=O)Cc2nn(C)c(=O)c3ccccc23)c1` – UPR XBP1 act: -1
`O=C(NC(=S)Nc1ccc(CN2CCOCC2)cc1)c1ccc([N+](=O)[O-])cc1Cl` – UPR XBP1 act: 0

Some entries already given, limited to Mdm2-MdmX inh, tim23-1 inh and UPR XBP1 act.
structure	Mdm2-MdmX inh	tim23-1 inh	UPR XBP1 act
COc1ccc(OC)c(NC(=O)Cc2nn(C)c(=O)c3ccccc23)c1	21	-1	-1
CCC(C)c1ccc(S(=O)(=O)N2CCN(CC(O)CN3CCOCC3)CC2)cc1 (stereo not drawn)	-4	-21	-2
CCOc1cccc(C(=O)NC(=S)Nc2ccc(Cl)cc2C(=O)O)c1	-14	17	-5

High-throughput results from PubChem.
